FBPA Giardia inh – blocks Giardia fructose-bisphosphate aldolase activity. A8B2U2. Potency, µM (series often up to 59.6 µM), inactives show top-dose activity, negative = inhibition, hits mostly inhibitors. purified Giardia FBPA. hit rate 0.71% among 290,000. AID 2451; also: potency is read from the fitted curve at half-maximal effect; % is scaled to controls: 0 for no effect and ±100 for the full control effect; nearly all actives have a fitted effect of over 55% in size
Target sequence (A8B2U2 whole entry, looked up): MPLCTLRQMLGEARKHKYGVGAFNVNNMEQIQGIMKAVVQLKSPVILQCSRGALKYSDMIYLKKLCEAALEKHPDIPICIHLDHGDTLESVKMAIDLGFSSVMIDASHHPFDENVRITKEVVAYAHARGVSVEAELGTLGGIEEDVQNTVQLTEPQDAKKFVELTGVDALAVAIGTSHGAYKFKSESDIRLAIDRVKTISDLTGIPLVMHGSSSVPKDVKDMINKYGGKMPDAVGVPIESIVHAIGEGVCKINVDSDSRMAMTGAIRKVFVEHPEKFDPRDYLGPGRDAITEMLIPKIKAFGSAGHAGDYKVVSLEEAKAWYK
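40 nM FBPA preincubated 10 min at RT with compound (up to 57.5 uM final), then substrate plus GAPDH/TPI/NAD/arsenate coupling and diaphorase/resazurin added. Fluorescence read after 20 min at RT, 525/598 nm.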
CHX counter – counter-screen hit for Shiga toxin inhibitors, cycloheximide. cell reporter, cycloheximide protein synthesis inhibition counterscreen. max response, %. hit rate 12% among 300,000; in the data active = max response mostly above about 13%, no sharp cut-off; inactive = mostly below about 14%; also: read at 38.3 µM for the half of the compounds with a filed dose; 0% is about no effect
Sm TGR inh – blocks Schistosoma mansoni thioredoxin glutathione reductase | AID 485364 | Potency, µM (highest dose often 114 µM), for the others: at the highest dose activity change, negative = inhibition, actives largely listed as inhibitors | hit rate 3% among 360,000 | purified TGR, DTNB reduction, TNB absorbance 405 nm; also: potency is read from the fitted curve at half-maximal effect; % is scaled to controls: 0 for no effect and ±100 for the full control effect; nearly all actives have a fitted effect of over 60% in size
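TGR 20 nM + NADPH 100 uM (dispensed conc.), cpd preinc 15 min RT; start with NADPH (500 uM addition) then DTNB (15 mM addition). Kinetic TNB absorbance, 405 nm filter. Four-parameter Hill fit across titration.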
Pf growth 48h – inhibits P. falciparum growth in the first generation, 48 h | P. falciparum luciferase growth in erythrocytes, 48 h | Potency, µM (titrated, usually from 28.7 µM), for inactives: at the highest dose activity change, negative = inhibition, actives largely listed as inhibitors | hit rate 5.9% among 310,000; also: potency is read from the fitted curve at half-maximal effect; % is scaled to controls: 0 for no effect and ±100 for the full control effect
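Erythrocytes infected with P. falciparum carrying an integrated firefly luciferase reporter (2% hematocrit, 0.1% parasitemia final) were exposed to compounds in RPMI 1640 with 0.5% Albumax at 37 C, 5% CO2. Growth inhibition was scored as reduced luminescence.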
Pf growth 96h – P. falciparum growth inhibition at 96 hours. P. falciparum luciferase reporter growth, 96 h. Potency, µM (titrated, usually from 28.7 µM), without a hit: top-dose activity change, negative = inhibition, most hits filed as inhibitors. hit rate 6.9% among 320,000; also: potency is read from the fitted curve at half-maximal effect; % is scaled to controls: 0 for no effect and ±100 for the full control effect
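Compounds incubated with erythrocytes infected by luciferase-expressing P. falciparum (2% hematocrit, 0.05% parasitemia final) for 96 hours, 37 C in 5% CO2. Growth inhibition scored as decreased luciferase luminescence.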
Shiga inhibitor – blocks Shiga toxin action in Vero cells | Vero cells, Shiga toxin protein synthesis inhibition reporter | inhibition, % at 38.7 µM | hit rate 9.2% among 290,000; in the data active = inhibition mostly above about 28%, no sharp cut-off; inactive = mostly below about 43%; also: 0% is about no effect
Numbers without * were called inactive; u = inconclusive; x = not tested or not shown; & = joins results of further samples; [ ] = remark or other dose. Unless noted, calls follow the shape of the dose curve; as a rule, active = well fitted curve in the direction sought with a large enough effect; inconclusive = small, poorly fitted or top-dose-only effect, or another doubt; inactive = no such curve, though single readings can be large; an effect the other way counts as inactive or inconclusive. Outcome played no part in choosing rows, and some 24% of all compounds hit somewhere here.

nr	smiles	FBPA Giardia inh	CHX counter	Sm TGR inh	Pf growth 48h	Pf growth 96h	Shiga inhibitor
1	CN(C)S(=O)(=O)N1CCN(CC(=O)Nc2cc(Cl)ccc2Cl)CC1	0%	-2	-9%	-30%	-13%	-2
2	Cc1ccc(CSc2nnc([C@@H]3CCCN3)o2)cc1	-2%	-1	0%	9%	45%[activator]	-8
3	Clc1ccc(CSc2ncn(-c3ccccc3)n2)cc1	-18%	31*	-6%	-12%	-18%	-7
4	CCOC(=O)C1CCCN(C(=O)c2cc(S(=O)(=O)N3CCCCC3)c[nH]2)C1 (configuration not stated)	15%	-1	10%	14%	59%[activator]	-5
5	c1ccc(CSc2nnc([C@@H]3CCCN3)o2)cc1	-9%	-1	7%	11%	87%[activator]	-10
6	N#CC1=C(SCC(=O)Nc2nccs2)NC(=O)CC1c1ccccc1 (configuration not stated)	-16%	0	3%	x	-13%	-4
7	COc1ccc(/C=N/NC(=O)CCc2c(C)n[nH]c2C)cc1O	-5%	2	1%	x	-17%	20
8	CCN(CC)c1ccc2c(cc1=O)[C@@H](NC)CCc1cc(OC)c(OC)c(OC)c1-2	-5%	8	-22%	u	-10%	15
9	Cn1c2ccccc2c(=O)c2c(=O)n(C3CCCCC3)c(-c3cccs3)nc21	12%	2	0%	6.6µM*	x	25
10	CCCOc1ccc(CCc2n[nH]c(=S)n2-c2ccccc2)cc1	5%	-3	x	-1%	5%	-8
11	COCCn1c(N)c(N(Cc2ccccc2)C(=O)C2CCCCC2)c(=O)[nH]c1=O	2%	-1	0%	25%	u	-9
12	Cc1ccnc(NS(=O)(=O)c2ccc(NC(=O)c3ccc(S(=O)(=O)N4CC(C)OC(C)C4)cc3)cc2)n1 (configuration not stated)	0%	-3	-23%	u	-44%	13
13	COc1cccc(/C=N/NC(=O)C(=O)NCc2cccnc2)c1	1%	-3	8%	0%	82%[activator]	-2
14	CC(C)c1ccc(C2NC(=O)CCC2[N+](=O)[O-])cc1 (configuration not stated)	5%	-1	15%	15%	57%[activator]	-6
15	Cc1cc(C)cc(C(=O)OCC(=O)NC(=O)NC2CCCC2)c1	x	x	-8%	u	32%[activator]	x
16	Cc1nc(-c2ccccc2)c(-c2ccncc2)o1	5%	-2	x	x	x	-10
17	CCOC(=O)CSc1nc2c(c(=O)[nH]c(=O)n2C)n1CCc1ccccc1	0%	-7	-1%	6%	u	-22
18	CSc1ccc(CN2C(=O)NC3(CCCCC3)C2=O)cc1	9%	-1	25%	3%	1%	-6
19	Cc1ccc(NC(=O)c2cc(S(=O)(=O)N3CCOCC3)c(Br)s2)cc1	1%	5	5%	-17%	u	4
20	CC(C)(C)c1cccc(OCCCSc2ncccn2)c1	-1%	4	14%	-3%	0%	28
21	C[C@H](NC(=O)c1nc[nH]c1C(=O)N[C@@H](Cc1ccccc1)C(=O)OCc1ccccc1)C(=O)OCc1ccccc1	-6%	1	-2%	u	u	-3
22	Cc1ccn2c(=O)nc(SCC(=O)Nc3cc(C)on3)nc2c1	x	x	-16%	-34%	-12%	x
23	CCOC(=O)C1=C(C)NC(C)=C(C(=O)OC)C1c1cccc([N+](=O)[O-])c1 (configuration not stated)	2%&-3%&2%&-16%	-2&-5	12%&-1%	5.9µM*	u	-8&-14
24	COc1nc(C)cc(C)c1S(=O)(=O)c1ccccc1C	-6%	6	-5%	9%	u	-3
25	CCCc1cc(=O)[nH]c(SCC(=O)N2C(C)CCCC2C)n1 (configuration not stated)	-19%	-2	-3%	11%	5%	2
26	O=C(O)/C=C/c1ccc2noc(-c3ccccc3)c2c1	10%	7	u	-1%	-2%	23
27	Cc1ccc(-c2nnc3c4ccccc4c(C)nn23)cc1NC(=O)CN1CCOCC1	6%	-2	5%	-12%	-3%	17
28	C=CCn1c2c(c(=O)[nH]c1=S)CN(C(C)c1ccccc1)CN2 (configuration not stated)	-23%	-4	-19%	u	u	-4
29	CN(CC(=O)O)S(=O)(=O)c1ccc2[nH]c(=O)c(=O)[nH]c2c1	0%	6	-5%	25%	11%	13
30	O=C(O)C1CC(c2ccc(F)cc2)=NO1 (configuration not stated)	-2%	-3	-2%	x	7%	29
31	O=C(O)C1=CCCN(CCON=C(c2ccccc2)c2ccccc2)C1	-1%&-2%	x	-5%	2%	-4%	x
32	COC(=O)[C@@]1(Cc2ccc(F)cc2)[C@H]2c3cc(C(=O)N4CCCC4)n(CCc4ccccn4)c3C[C@H]2CN1C(=O)c1ccccc1	-1%&-2%	-2	-26%	3.3µM*	2.1µM*	-14
33	O=C(CCc1ccccc1)Nc1ccc(Cl)cn1	-7%	46*	7%	82%[activator]	14%	134*
34	CC(=O)Nc1cc(NC(C)=O)cc(C(=O)N2CCCC3CCCCC32)c1 (configuration not stated)	-17%	1	-3%	31%[activator]	-10%	-6
35	N=c1c(C(=O)NCC2CCCO2)cc2c(=O)n3ccccc3nc2n1Cc1cccnc1 (configuration not stated)	-6%	6	-5%	-4%	x	-13
36	COc1cccc(C2c3[nH]c4ccccc4c3C[C@H]3C(=O)N(CCCOC(C)C)CC(=O)N23)c1 (some centres not stated)	6%	7	22%	-20%	u	-10
37	O=C(NC1CCCCC1)C(c1cccs1)N(C(=O)C(F)(F)F)c1ccccc1 (configuration not stated)	2%	1	9%	u	6%	-9
38	O=C(O)CC/C(=N\NC(=O)CNC(=O)/C=C/c1ccccc1)c1ccccc1	9%	-3	2%	1%	24%	8
39	CN(c1ccccc1)S(=O)(=O)c1ccc(C(=O)NCc2cccs2)cc1	0%	-3	5%	u	47%[activator]	21
40	CC(C)N(C(=O)C(=O)c1cccn1-c1ccccc1C#N)C(C)C	-10%	-3	2%	x	10%	-4
41	O=C(O)C1C2CC2CN1C(=O)c1ccc(Cl)cc1 (configuration not stated)	1%	9	23%	9%	u	-10
42	O=C(NC1CCCCCC1)C(=S)NC1CCCCC1	18µM*	10	x	63%[activator]	-11%	18
43	CCCCc1ccc(NC(=S)NCc2cccs2)cc1	-1%	23	4%	2%	29%	16
44	Cn1c(NC(=O)c2ccc(Br)o2)cc(=O)n(C)c1=O	4%	-2	u	6%	x	-11
45	COc1ccc(N2C(=O)CC(NCCNc3ccc([N+](=O)[O-])cn3)C2=O)cc1 (configuration not stated)	-7%	-1	14µM*	-6%	107%[activator]	-9
46	COc1ccccc1CNS(=O)(=O)c1ccc(-n2cnnn2)c(OC)c1	2%	-6	-1%	6%	9.3µM*	-3
47	CCN(CC)CCNC(=O)c1ccc(NC(=O)Nc2cccc3ccccc23)cc1	-5%	-4	-11%	13µM*	9.3µM*	-9
48	CCN(CC)CCC(c1ccc(N(C)C)cc1)c1c(O)cc(OC)cc1OC (configuration not stated)	-8%&0%	-5&-1	-26%	1.2µM*	1.5µM*	-7&-5
49	O=C(O)CCCCCN1C(=O)c2ccc(C(=O)O)cc2C1=O	19%	-2	-1%	8%	35%[activator]	-5
50	C/C=C/C(=O)OCC(=O)Nc1cccc(F)c1	1%	14	-6%	u	29%	31
51	CN(c1ccccc1)S(=O)(=O)c1ccc(Cl)c(C(=O)Nc2ccc(-c3nc4ccccc4[nH]3)cc2)c1	-1%	2	-8%	u	u	-8
52	CC(=O)C1C(c2ccccc2)c2c(noc2C)CC1(C)O (configuration not stated)	12%	1	6%	10%	41%[activator]	-1
53	COc1cc2[nH]c(=O)n(CCC(=O)NCCCN3CCN(c4ccccc4F)CC3)c(=O)c2cc1OC	4%	5	-1%	u	u	3
54	COc1cccc(C2CC(c3ccc(Cl)cc3Cl)n3nc(N)nc3N2)c1 (configuration not stated)	1%	-2	7%	x	u	25
55	COc1ccc(CCN(C)C/C=C/c2ccccc2[N+](=O)[O-])cc1OC	u	-1	-21%	-26%	u	-10
56	Cc1ccc(NC(=O)O/N=C2\CCCCC2c2ccc([N+](=O)[O-])cc2[N+](=O)[O-])cc1 (configuration not stated)	-2%	-2	-22%	u	u	-7

Carrying on:
nr	smiles	FBPA Giardia inh	CHX counter	Sm TGR inh	Pf growth 48h	Pf growth 96h	Shiga inhibitor
57	O=C(Nc1cccc(F)c1)Nc1ccc2c(c1)OCO2	-3%	59*	-18%	94%[activator]	47%[activator]	85*
58	Cc1ccc(NC(=O)Cn2c(O)c(N=NC(=O)c3ccncc3)c3ccccc32)cc1	-6%	-3	8%	29%	5%	8
59	Cc1noc(C)c1C(=O)Nc1ccc(F)c(F)c1	5%	-4	0%	x	56%[activator]	-22
60	Cc1oc(/N=C/c2ccc(F)cc2)c(C#N)c1C	-12%	-3	-3%	-29%	44%[activator]	-3
61	Cc1ccc(S(=O)(=O)CC#CCOC(=O)c2ccc([N+](=O)[O-])cc2)cc1	1%	-2	0.63µM*	6%	u	-6
62	Cc1ccc(CN2CCNC(=O)C2CC(=O)N(C)CCc2cnn(C)c2)cc1 (configuration not stated)	x	-3	-20%	-2%	36%[activator]	-6
63	O=c1cc(CSc2nnnn2-c2ccccc2)nc2sccn12	-8%	1	3%	-5%	u	-3
64	CCOC(=O)C(C)n1nc(/C=C/c2ccccc2)ccc1=O (configuration not stated)	1%	-1	-27%	u	u	-5
65	O=C(NC(=S)NC1CCCC1)c1ccccc1Br	8%	-1	u	-21%	u	9
66	Cc1cc(C(=O)N2CCN(c3ccc([N+](=O)[O-])cc3)CC2)no1	0%	-2	4%	-5%	136%[activator]	-2
67	COC(=O)c1ccc(NC(=O)Nc2ccc3c(c2)OCO3)cc1	20%	50*	-1%	7%	u	87*
68	CC1(C)OC(=O)C=C(CC2NS(=O)(=O)OC3CCCCC23)O1 (configuration not stated)	-4%	-1	-5%	2%	78%[activator]	-2
69	N#Cc1c(-c2ccccc2)nc(SCC(=O)N(c2ccccc2)c2ccccc2)[nH]c1=O	u	-4	-1%	8%	13µM*	-8
70	O=C(NCc1cc(C(F)(F)F)ccc1F)C1CCC(=O)N(C2CCCCCC2)C1 (configuration not stated)	16%	2	-23%	-5%	u	-8
71	Cc1ccc(/C(O)=C2/C(=O)C(=O)N(Cc3ccco3)C2c2cccs2)cc1 (configuration not stated)	-22%	7	u	0%	x	37
72	Cn1ncc(-c2ccno2)c1C(=O)O	4%	7	-2%	20%	u	-14

Screen by screen, as entered above:
Compounds 65–72 in Shiga inhibitor read 9, -2, 87*, -2, -8, -8, 37, -14

Next part
nr	smiles	FBPA Giardia inh	CHX counter	Sm TGR inh	Pf growth 48h	Pf growth 96h	Shiga inhibitor
73	O=C(Nc1ccc(F)cc1)c1nc2c(nnn2Cc2cccc3ccccc23)c(=O)[nH]1	-12%	-1	6%	6%	17%	1
74	COc1ccc(OC)c(NC(=O)CN(Cc2ccc(F)cc2)C2CCCCC2)c1	-10%	-4	5%	4.7µM*	u	12
75	Cc1ccc(CN2C(=O)CCC2C(=O)NCc2cccnc2)cc1 (configuration not stated)	7%	-2	-27%	5%	-3%	-1
76	COc1ccc(NC(=O)N2CCCC(C(=O)NC(C)C)C2)cc1 (configuration not stated)	3%	-1	1%	-6%	17%	13
77	CCOC(=O)Cc1csc(NC(=O)C2CCCN(S(=O)(=O)c3cnc[nH]3)C2)n1 (configuration not stated)	-1%	-7	0%	x	9%	-6
78	Cc1ccc(NC(=O)c2cc(S(=O)(=O)c3ccccc3)ccc2Cl)cc1	-1%	10	-29%	-3%	x	61

Results in CHX counter and Shiga inhibitor, for some of the entries so far:
| No. | structure | CHX counter | Shiga inhibitor |
| --- | --- | --- | --- |
| 73 | O=C(Nc1ccc(F)cc1)c1nc2c(nnn2Cc2cccc3ccccc23)c(=O)[nH]1 | -1 | 1 |
| 74 | COc1ccc(OC)c(NC(=O)CN(Cc2ccc(F)cc2)C2CCCCC2)c1 | -4 | 12 |

From PubChem BioAssay
